SR-BI uptake up = enhances SR-BI lipid uptake from DiI-HDL | CHO ldlA[mSR-BI] cells, DiI-HDL uptake fluorescence, 3 h; 100 = double the neutral-control signal | activation, % at 12.5 µM | hit rate 0.096% among 320,000;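 active = mean replicate activation of at least 60% and every replicate at or above 60%; inconclusive = mean or all-replicate condition met, but not both; inactive = mean below 60% and not all replicates reaching 60%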;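 note: 0% = median plate neutral-control signal and 100% = twice that signal; values of inactives mirror those of a sister screen read the other way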
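Assay system: CHO ldlA[mSR-BI] cells, LDL receptor-null, SR-BI overexpressing; medium: Ham's F12 with 0.5% BSA, HEPES 25 mM, pH 7.4; also added: DiI-HDL 10 µg/mL; timing: 3 h uptake period with compound, 37 °C; signal: DiI fluorescence, bottom read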
SR-BI DiI inh = inhibitors of mouse SR-BI mediated HDL lipid uptake | Q61009 | ldlA[mSR-BI] CHO cells, DiI-HDL uptake fluorescence, 3 h | inhibition, % at 12.5 µM | hit rate 0.96% among 320,000;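 active = mean replicate inhibition of at least 70% and a set share of replicates each scoring 70 or more; inconclusive = meets just one of the two criteria; inactive = fails both criteria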;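 note: 0% = median of neutral control wells and 100% = median of positive control wells; values of inactives mirror those of a sister screen read the other way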
Rtt109 HAT inh = inhibitors of Candida albicans Rtt109/Vps75 histone acetyltransferase | AID 540336 | hit rate 0.16% among 330,000 | inhibition, % at 34.9 µM | purified Rtt109/Vps75, ThioGlo CoA-SH fluorescence, 4 h | Q5AAJ8;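 active = inhibition of at least 50% in every replicate; inconclusive = best replicate reaches 50% inhibition but some replicates fall short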
Target sequence (Q5AAJ8 whole entry, looked up): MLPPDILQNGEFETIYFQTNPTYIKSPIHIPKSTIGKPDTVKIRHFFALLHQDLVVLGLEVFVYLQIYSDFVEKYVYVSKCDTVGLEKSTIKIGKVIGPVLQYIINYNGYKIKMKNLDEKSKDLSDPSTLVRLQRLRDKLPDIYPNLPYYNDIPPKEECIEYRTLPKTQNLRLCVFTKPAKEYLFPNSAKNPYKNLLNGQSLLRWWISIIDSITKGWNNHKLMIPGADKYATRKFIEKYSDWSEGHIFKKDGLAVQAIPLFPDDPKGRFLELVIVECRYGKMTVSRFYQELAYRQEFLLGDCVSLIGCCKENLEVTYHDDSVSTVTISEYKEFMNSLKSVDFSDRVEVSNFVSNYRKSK
PfHsp90 yeast 2 = inhibits growth of yeast expressing Plasmodium falciparum Hsp90; hit rate 0.32% among 310,000; AID 504621; inhibition, % at 9.4 µM; S. cerevisiae expressing PfHsp90, BacTiter-Glo ATP, 48 h; yeast lacking PDR1 and PDR3 efflux regulators;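 active = every replicate shows inhibition above about 80%, whatever the replicate mean, limit read from the data; inconclusive = mean inhibition reaches the set limit but some replicate falls short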;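 note: 0% = DMSO neutral controls and 100% = 20 µM radicicol positive controls; yeast relying on Plasmodium falciparum Hsp90 in place of its own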
CAL PDZ FP-1 = inhibitors of human CAL PDZ peptide binding | Q9HD26 | purified CAL PDZ, TMR-peptide fluorescence polarization, 1 h | inhibition, % at 24.9 µM | hit rate 0.92% among 300,000 | AID 602252;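 active = mean inhibition of at least 30% with at least half of replicates also reaching 30%; inconclusive = no clear call, values can overlap the other calls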;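 note: 0% = DMSO neutral control and 100% = excess unlabeled competitor peptide PRC23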
PvdQ inh = P. aeruginosa PvdQ acylase inhibition | inhibition, % at 10 µM | AID 488965 | purified PvdQ acylase, fluorescence plate reader | hit rate 0.063% among 340,000; in the data active = inhibition above about 30%, passing the limit was not always enough; inconclusive = no clear call, values can overlap the other calls;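 note: 0% = vehicle neutral wells and 100% = reference inhibitor wells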
NSD2 inh = inhibitors of human histone methyltransferase NSD2 | hit rate 0.54% among 310,000 | O96028 | NSD2 peptide methylation, AlphaScreen, 120 min | inhibition, % at 12.5 µM; in the data active = inhibition above about 50%
dFosB activator = activators of mouse delta FosB homodimer. P13346. purified delta FosB, TAMRA-CDK5 oligo fluorescence polarization; percent of positive-control signal above neutral wells. activation, % at 25 µM. hit rate 0.99% among 340,000. AID 493131;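 active = mean activation above about 17%, with every replicate also reaching it, limit read from the data, passing the limit was not always enough; inconclusive = only one of the two conditions met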;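 note: fluorescence polarization rise as delta FosB binds a TAMRA Cdk5 AP-1 oligo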
Target sequence (P13346 whole entry, looked up): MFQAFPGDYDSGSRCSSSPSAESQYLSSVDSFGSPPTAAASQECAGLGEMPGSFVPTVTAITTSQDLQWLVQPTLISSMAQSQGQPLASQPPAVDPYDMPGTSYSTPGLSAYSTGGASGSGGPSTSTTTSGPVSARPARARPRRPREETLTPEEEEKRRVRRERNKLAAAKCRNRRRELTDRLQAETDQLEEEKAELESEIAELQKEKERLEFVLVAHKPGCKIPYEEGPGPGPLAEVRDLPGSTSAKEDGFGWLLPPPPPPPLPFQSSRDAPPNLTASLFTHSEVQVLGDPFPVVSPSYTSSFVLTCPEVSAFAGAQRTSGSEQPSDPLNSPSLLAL
MITF TRPM1 HTS = MITF TRPM1 promoter activation in melanoma cells; SK-MEL-5 TRPM1-promoter luciferase, 24 h; % of positive control, neutral wells = 0; activation, % at 12.5 µM; hit rate 0.75% among 300,000; AID 588334;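 active = mean activation of at least 80% with every replicate also reaching 80%; inconclusive = mean reaches 80% but some replicate falls short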;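 note: 0% = neutral control wells and 100% = parthenolide positive control wells; values of inactives mirror those of a sister screen read the other way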
CAL PDZ FP-2 = blocks peptide binding to human CAL PDZ domain; purified CAL PDZ, TMR-peptide fluorescence polarization, 1 h; inhibition, % at 20 µM; hit rate 0.02% among 330,000; AID 504414;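 active = highest replicate inhibition of at least 40%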;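 note: plate controls were DMSO neutral control wells for no effect and unlabeled competitor peptide control wells for full effect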
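material = purified tagged CAL PDZ domain construct (CerCALP) | compound dosing = 20 µM, one dose | times = 1 h at RT | measured by = fluorescence polarization from S- and P-plane intensities, G-factor corrected | read-out = inhibition from polarization loss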
Numbers without * were called inactive; ? = inconclusive; . = not tested or not shown.

Start of the data: the first 8 entries as a preview:
Compound,SR-BI uptake up,SR-BI DiI inh,Rtt109 HAT inh,PfHsp90 yeast 2,CAL PDZ FP-1,PvdQ inh,NSD2 inh,dFosB activator,MITF TRPM1 HTS,CAL PDZ FP-2
COC(=O)C(C)(C(=O)OC)c1ccccc1[N+](=O)[O-],8,-8,-4,6,4,0,1,3,14,-2.1
O=C(CSc1nnnn1C1CCCCC1)N1CCc2ccccc21,1,-1,-5,12,0,-10,-5,-3,19,-1.1
O=C(/C=C/c1ccc2c(c1)OCO2)Nc1ccc(Cl)cn1,-19,19,.,-15,3,-9,10,103*,70,0.0
CCOc1ccc(OCc2cccc(C(=O)O)c2)cc1,44,-44,-23,30,.,-6,3,1,-93,-2.5
C/C(=N/NC(=O)CNC(=O)c1cccnc1)c1ccco1,2,-2,2,2,0,1,-2,0,.,1.3
CC1CN(c2ccccc2)NC1=O (stereo unspecified),2,-2,-6,-1,14,-11,39,-1,-3,-0.2
O=C1/C(=C/c2cccs2)CCC/C1=C\c1cccs1,-12,12,0,-3,-1,-6,7,-16,77,-2.3
O=C(NCC(c1cccnc1)N1CCN(c2ccc(F)cc2)CC1)c1cccc(Cl)c1 (stereo unspecified),-40,40,2,5,1,-19,4,-14,-5,0.1

Main list, from the first entry:
Compound,SR-BI uptake up,SR-BI DiI inh,Rtt109 HAT inh,PfHsp90 yeast 2,CAL PDZ FP-1,PvdQ inh,NSD2 inh,dFosB activator,MITF TRPM1 HTS,CAL PDZ FP-2
COC(=O)C(C)(C(=O)OC)c1ccccc1[N+](=O)[O-],8,-8,-4,6,4,0,1,3,14,-2.1
O=C(CSc1nnnn1C1CCCCC1)N1CCc2ccccc21,1,-1,-5,12,0,-10,-5,-3,19,-1.1
O=C(/C=C/c1ccc2c(c1)OCO2)Nc1ccc(Cl)cn1,-19,19,.,-15,3,-9,10,103*,70,0.0
CCOc1ccc(OCc2cccc(C(=O)O)c2)cc1,44,-44,-23,30,.,-6,3,1,-93,-2.5
C/C(=N/NC(=O)CNC(=O)c1cccnc1)c1ccco1,2,-2,2,2,0,1,-2,0,.,1.3
CC1CN(c2ccccc2)NC1=O (stereo unspecified),2,-2,-6,-1,14,-11,39,-1,-3,-0.2
O=C1/C(=C/c2cccs2)CCC/C1=C\c1cccs1,-12,12,0,-3,-1,-6,7,-16,77,-2.3
O=C(NCC(c1cccnc1)N1CCN(c2ccc(F)cc2)CC1)c1cccc(Cl)c1 (stereo unspecified),-40,40,2,5,1,-19,4,-14,-5,0.1
O=C(Nc1ccc(Cl)cc1)N1CCC(CO)(Cc2ccccc2)CC1,-46,46,3,3,-11,-8,2,-10,-5,-0.3
COc1cc(CN2CCCCC2C(=O)Nc2ccc(Oc3ccccc3)nc2)ccc1O (stereo unspecified),-5,5,2,-10,-3,4,-1,-12,0,0.3
CC(C)(C)C(=O)COC(=O)c1cc(S(=O)(=O)N2CCCCC2)ccc1N1CCOCC1,26,-26,-1,-13,.,-15,-3,-11,12,-2.3
Cc1ccc(NS(=O)(=O)c2c(F)cc(F)c(Cl)c2F)cc1S(=O)(=O)N1CCOCC1,7,-7,1,-10,-2,-9,-3,-5,4,-0.9
COC(=O)C1C(=O)NCC1c1ccc(OC)cc1 (stereo unspecified),38,-38,-16,.,-2,-14,-3,1,-1,-1.4
O=C(NCC(=O)N1CCCCC1)c1ccc(Cl)cc1Cl,4,-4,-8,17,.,-2,-2,2,62,0.5
Cc1ccc(-c2csc(Nc3ccc(C(=O)O)cc3)[n+]2Cc2ccccc2)cc1,25,-25,-2,-6,-6,17,.,-4,9,-0.4
CCOC(=O)c1nc(C(=O)NCc2ccc(C)cc2)nc2ccccc12,23,-23,-2,1,-1,-4,.,-8,.,0.5
c1cnc2ccc(C(c3nnnn3C3CCCC3)N3CCN4CCCC4C3)cc2c1 (stereo unspecified),11,-11,-3,1,-1,5,2,2,15,-0.3
N#CCSc1nc(-c2ccccc2)cs1,14,-14,-1,-41,-3,-5,0,-4,?,-1.1
CC1(C)Oc2ccc3ccc(=O)oc3c2/C(=N/O)C1=O,4,-4,-22,7,0,-12,1,-5,-4,1.3
CC(=O)c1ccc2c(c1)OCCOCCOCCOCCO2,5,-5,1,11,.,-12,.,-8,.,-0.1
C=C(C)COc1ccc(-c2nc(N)ncc2-c2ccc(Cl)cc2)c(O)c1,-11,11,3,-18,-6,-10,3,-3,1,.
O=C(O)CCCCCNC(=O)c1ccc(Br)cc1,3,-3,-4,.,-4,-6,-2,-3,.,-2.4
C[C@@H](C(=O)NCCc1ccc(F)cc1)N1C(=O)N2CCc3c([nH]c4ccccc34)[C@@]2(C)C1=O,-48,48,14,7,0,-13,.,-7,-18,0.2
O=C(CSc1nnc(Nc2ccccc2F)s1)NC(=O)CN1CCCC1=O,5,-5,-6,.,0,-17,4,3,3,0.1
O=C1C(C=NCc2ccncc2)=C(O)c2ccccc21,.,-16,13,2,-4,11,-1,-6,-2,-0.5
COc1cc(C(=O)NNC(=O)c2cccc(Cl)c2)ccc1OCC(=O)N1CCOCC1,-3,3,4,4,1,-9,1,0,3,-2.2
CCc1ccc2nc(NC(=O)CSCc3c(C)noc3C)sc2c1,-7,7,10,0,-3,6,.,-7,41,0.4
O=c1c(Cc2ccc(F)cc2)c(O)ccn1CCc1cnc[nH]1,-15,15,0,10,.,-4,-1,0,.,-0.5
O=C(NCC1CCCO1)c1ccc2c3n(nc2c1)-c1ccccc1CO3 (stereo unspecified),-18,18,-3,8,-6,-11,.,4,?,-2.8
Cc1c(OCC(=O)NCC2CCC(C(=O)O)CC2)ccc2c3c(c(=O)oc12)CCC3 (stereo unspecified),8,-8,2,15,0,10,.,-15,5,1.3

A second format for some results above.
> N#CCSc1nc(-c2ccccc2)cs1
- SR-BI uptake up: 14
- SR-BI DiI inh: -14
- Rtt109 HAT inh: -1
- PfHsp90 yeast 2: -41
- CAL PDZ FP-1: -3
- PvdQ inh: -5
- NSD2 inh: 0
- dFosB activator: -4
- MITF TRPM1 HTS: ?
- CAL PDZ FP-2: -1.1

> CC1(C)Oc2ccc3ccc(=O)oc3c2/C(=N/O)C1=O
- SR-BI uptake up: 4
- SR-BI DiI inh: -4
- Rtt109 HAT inh: -22
- PfHsp90 yeast 2: 7
- CAL PDZ FP-1: 0
- PvdQ inh: -12
- NSD2 inh: 1
- dFosB activator: -5
- MITF TRPM1 HTS: -4
- CAL PDZ FP-2: 1.3

(list continues)
Compound,SR-BI uptake up,SR-BI DiI inh,Rtt109 HAT inh,PfHsp90 yeast 2,CAL PDZ FP-1,PvdQ inh,NSD2 inh,dFosB activator,MITF TRPM1 HTS,CAL PDZ FP-2
O=C(Nc1ccc(S(=O)(=O)N2CCCCC2)cc1)C1CCN(C(=O)c2ccc(F)cc2)CC1,-14,14,14,.,-1,-14,-2,-8,-17,-3.1
O=C1N/C(=C/c2cccn2-c2ccc(F)cc2)C(=O)N1Cc1ccccc1,-17,17,-5,12,.,-11,0,-11,4,-2.0
O=C(CSc1nnc(Cn2nnc3ccccc32)o1)N(Cc1ccc(Cl)cc1)c1ccccc1,-40,40,-2,4,2,-2,.,-4,-11,-1.8
O=C1c2ccccc2N[C@@H]2C=CC[C@@H]2N1O,-7,7,0,5,3,-12,.,0,2,-1.4
C=CCn1ccc(=O)nc1SC,11,-11,-2,.,.,1,1,1,-3,0.5
Cc1ccc(NC2=C(N3CCCCC3)C(=O)c3ccccc3C2=O)cc1,-73,73*,10,-14,-3,-1,51*,-8,-28,-1.7
Cc1ccc(/C=C/C(=O)c2ccc(N3CCOCC3)cc2)s1,6,-6,-2,8,-2,1,1,-14,91*,-2.1
CCOC(=O)c1[nH]c(C=O)c(C(=O)OCC)c1C,20,-20,9,-12,.,2,0,-1,-13,-0.5
CCOC(=O)c1csc(NC(=O)c2cc(=O)c3ccccc3o2)n1,14,-14,24,-6,-3,8,-3,-2,21,-5.2
Cc1cc(=O)oc2cc(OCC(=O)NCc3ccco3)ccc12,18,-18,-3,.,-2,-2,1,-9,.,.
COc1cc(/C(C#N)=C/c2ccccc2)c([N+](=O)[O-])cc1OC,-37,37,2,7,.,-10,.,-2,.,-0.8
N/C(=N\OC(=O)CC(c1ccccc1)c1ccccc1)c1cccnc1,2,-2,2,4,.,-3,0,-20,.,-3.5
COc1ccc(C2N(S(=O)(=O)c3ccccc3)CCN2S(=O)(=O)c2ccc(C)cc2)cc1 (stereo unspecified),14,-14,-3,30,-6,-23,-3,4,-2,-0.1
CCOc1ccccc1C(=O)N1CCN(c2ccc(C(F)(F)F)cn2)CC1,-3,3,4,0,0,20,2,0,-14,1.6
COc1ccc(NC(=O)N2CCCC2C(=O)NCc2ccc(C)cc2)cc1 (stereo unspecified),3,-3,-1,-24,2,-2,-3,-2,1,-0.7
CCOC(=O)/C=C1\SCC(=O)N1CC(O)CN1C(=O)CS/C1=C/C(=O)OCC (stereo unspecified),0,0,5,-18,-1,9,1,-4,-9,0.2
CC(=O)Nc1c(O)nc(SCc2ccccc2C#N)[nH]c1=O,15,-15,6,18,-1,-17,-5,-2,3,-0.2
O=S(=O)(CCS(=O)(=O)c1ccccc1)c1ccccc1,7,-7,-1,-8,8,-10,1,9,-7,0.6

Compound activity: PubChem, Broad Institute
